SMN2 splice up – qHTS Assay for Enhancers of SMN2 Splice Variant Expression; HEK293 SMN2-luciferase splicing reporter, luminescence, 30-36 h; Potency, µM (doses to about 46.1 µM), for inactives: at the top dose activity change, positive = activation, hits mostly activators; 2.8% of 210,000 active; AID 1458, 2008; further: % of control where 0% means no effect; nearly all actives have a fitted effect of over 55% in size
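qHTS luciferase splicing reporter: luminescence rises when SMN2 exon 7 is included in transfected HEK293 cells. Compound exposure lasted 30-36 h at 37C, with 4.5 mM final sodium butyrate as control, followed by a ONE-Glo read.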
JMJD2E inh – qHTS Assay for Inhibitors of Human Jumonji Domain Containing 2E (JMJD2E). Lysine-specific demethylase 4E (Homo sapiens), B2RXH2. JMJD2E catalytic domain, FDH-coupled NADH fluorescence (FDH is formaldehyde dehydrogenase). 1.6% of 230,000 active. Potency, µM (top dose mostly 57.1 µM), without a hit: top-dose activity change, negative = inhibition, most hits filed as inhibitors; active means well fitted inhibition curve with a large enough effect, not every such curve was filed as active; inconclusive means small, poorly fitted or top-dose-only effect, or another doubt; inactive means no such curve, though single readings can be large or run the other way;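 further: 0% = wells with enzyme and -100% = buffer wells without enzyme; nearly all actives have a fitted effect of over 50% in size; many of its hits are not listed in these tables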
Target sequence (B2RXH2 1-337 limits assumed): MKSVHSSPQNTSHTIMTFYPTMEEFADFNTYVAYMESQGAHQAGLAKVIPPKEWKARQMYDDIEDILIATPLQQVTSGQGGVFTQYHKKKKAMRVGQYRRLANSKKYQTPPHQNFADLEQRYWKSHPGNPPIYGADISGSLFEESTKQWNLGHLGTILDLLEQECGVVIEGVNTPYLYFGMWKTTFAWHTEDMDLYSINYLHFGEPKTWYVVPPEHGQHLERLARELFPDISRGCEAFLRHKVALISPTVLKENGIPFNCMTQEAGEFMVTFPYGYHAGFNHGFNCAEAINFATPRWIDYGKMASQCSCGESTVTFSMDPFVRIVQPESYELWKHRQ
LMNA splice mod – qHTS Assay for Modulators of Lamin A Splicing; HeLa LMNA splicing GFP/RFP minigene ratio, 48 h; Potency, µM (highest dose often 46.1 µM), inactives show at the top dose ratio change, negative = inhibition, actives largely listed as inhibitors; 0.01% of 200,000 active; AID 1487, 2009; active means well fitted inhibition curve with a large enough effect in the signal ratio, with a control signal flat, not every such curve was filed as active; inconclusive means small, poorly fitted or top-dose-only effect, or effect the other way, or a change in a side signal; the % refers to the signal ratio; further: on the % scale 0 is the no-effect control and ±100 the full control effect
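S3 HeLa cells stably expressing lamin A-EGFP splicing minigene plus DsRed2, 600 cells/well, 48 h compound exposure at 37C. Laser-scanning cytometry; analysed as GFP (500-530 nm)/RFP (575-640 nm) total intensity ratio; 0.5% DMSO vehicle.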
Tau ThT inhib – qHTS for Inhibitors of Tau Fibril Formation, Thioflavin T Binding. Potency, µM (series often up to 57.4 µM), for the others: top-dose activity, negative = inhibition, actives largely listed as inhibitors. AID 1460, 2008. 2.1% of 270,000 active. Microtubule-associated protein tau (Homo sapiens), P10636. recombinant tau K18 P301L, heparin-induced fibrillization, ThT fluorescence; further: on the % scale 0 is the no-effect control and ±100 the full control effect; nearly all actives have a fitted effect of over 55% in size
Target sequence (P10636 561-689 P618L limits assumed): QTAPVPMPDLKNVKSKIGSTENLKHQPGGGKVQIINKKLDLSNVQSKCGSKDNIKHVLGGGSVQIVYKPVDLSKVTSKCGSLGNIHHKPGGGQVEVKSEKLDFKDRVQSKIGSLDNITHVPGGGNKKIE
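ThT emission at 510 nm, taken 1 hr after adding 30 uM dye, quantifies aggregates formed when 20 uM heparin acts on human tau K18 P301L for 6 hr at 37 C.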
Luc counter – Counterscreen for Luciferase (Kinase-Glo TM) Inhibition; Luciferin 4-monooxygenase (Photuris pensylvanica), Q27757; Kinase-Glo luciferase, ATP luminescence, 8 min; Potency, µM (top dose mostly 38.3 µM), for the others: at the top dose activity change, negative = inhibition, most hits filed as inhibitors; 0.28% of 200,000 active; AID 1379, 2008; further: on the % scale 0 is the no-effect control and ±100 the full control effect; nearly all actives have a fitted effect of over 60% in size
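Recombinant Kinase-Glo luciferase, 10 uM ATP (linear range), luciferin; imidazole pH 7.2 / KCl / MgCl2 / Tween / BSA buffer; 8 min RT; luminescence.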
L3MBTL1 block – qHTS Assay for the Inhibitors of L3MBTL1. Lethal(3)malignant brain tumor-like protein 1 (Homo sapiens), Q9Y468. 0.66% of 230,000 active. AID 485360, 2010. AlphaScreen L3MBTL1–H3K9me1 peptide binding. Potency, µM (series often up to 57.1 µM), without a hit: top-dose activity, negative = inhibition, hits mostly inhibitors; further: on the % scale 0 is the no-effect control and ±100 the full control effect; nearly all actives have a fitted effect of over 60% in size
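First, the protein-peptide complex forms for 30 min at room temperature (L3MBTL1 50 nM, biotinylated H3K9me1 peptide 75 nM). Next, compounds are pin-transferred and incubated 30 min. Finally, AlphaScreen beads are added and read after 30 min.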
RECQ1 inh – qHTS Assay for Inhibitors of RecQ-Like Dna Helicase 1 (RECQ1). ATP-dependent DNA helicase Q1 (Homo sapiens), P46063. RECQ1 DNA unwinding, red fluorescence kinetic read. Potency, µM (highest dose often 57.3 µM), for inactives: at the top dose activity, negative = inhibition, actives largely listed as inhibitors. 0.54% of 240,000 active;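 further: plate controls were vehicle for no effect and no enzyme for full effect; nearly all actives have a fitted effect of over 30% in size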
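50 nM RECQ1T1 preincubated 15 min with compound in Tris pH 8.0 buffer with MgCl2, DTT, Tween-20 and 2.5 ug/ml poly(dI-dC); started with 200 nM TAMRA/BHQ-2 forked duplex and 2 mM ATP. Unwinding read as fluorescence (525/598 nm), two reads 2 h apart.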
ALDH1A1 inh – qHTS Assay for Inhibitors of Aldehyde Dehydrogenase 1 (ALDH1A1); Potency, µM (top dose mostly 75.3 µM), without a hit: at the highest dose activity, negative = inhibition, hits mostly inhibitors; 7.3% of 220,000 active; Purified ALDH1A1, NADH fluorescence, propionaldehyde substrate; active means well fitted inhibition curve with a large enough effect, not every such curve was filed as active; inconclusive means small, poorly fitted or top-dose-only effect, or another doubt; inactive means no such curve, though single readings can be large or run the other way;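 further: plate controls were no enzyme wells and a reference inhibitor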
Target sequence (P00352 whole entry, looked up): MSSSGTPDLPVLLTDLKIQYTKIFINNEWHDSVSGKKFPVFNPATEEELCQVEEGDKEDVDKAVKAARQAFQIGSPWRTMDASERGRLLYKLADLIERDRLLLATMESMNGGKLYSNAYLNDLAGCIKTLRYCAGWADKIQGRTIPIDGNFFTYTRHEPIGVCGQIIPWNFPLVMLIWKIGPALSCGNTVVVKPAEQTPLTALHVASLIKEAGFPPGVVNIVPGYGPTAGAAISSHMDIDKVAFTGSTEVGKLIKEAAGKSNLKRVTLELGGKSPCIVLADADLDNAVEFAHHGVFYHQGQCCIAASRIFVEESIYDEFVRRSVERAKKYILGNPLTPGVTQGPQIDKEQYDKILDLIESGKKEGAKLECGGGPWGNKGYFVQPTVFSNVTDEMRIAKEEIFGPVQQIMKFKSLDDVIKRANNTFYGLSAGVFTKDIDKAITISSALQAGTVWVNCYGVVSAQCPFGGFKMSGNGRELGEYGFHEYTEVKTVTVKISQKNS
* marks the source's active call; other numbers are inactive results; i = inactive; u = inconclusive; x = no result given; [ ] = dose if it differs, or a comment. Unless noted, the call rests on the fitted dose curve; in most records, active means well fitted curve in the direction sought with a large enough effect; inconclusive means small, poorly fitted or top-dose-only effect, or another doubt; inactive means no such curve, though single readings can be large; an effect the other way counts as inactive or inconclusive. Potency means the concentration at half of the fitted maximal effect. Some of the compounds tested, so the mix of outcomes need not match the whole.

compound,SMN2 splice up,JMJD2E inh,LMNA splice mod,Tau ThT inhib,Luc counter,L3MBTL1 block,RECQ1 inh,ALDH1A1 inh
S=C(NCc1cccnc1)Nc1cccc2ccccc12,7%,u,u,-7%,-1%,2%,i,5µM*
Cc1cc(C)n(CC(O)Cn2ccc3ccccc32)n1 (stereo unspecified),0%,-3%,-2%,2%,18%,x,-6%,-16%
O=S(=O)(NCc1cccnc1)c1ccccc1,-4%,-6%,3%,2%,-5%,x,i,2%
Cc1ccc(S(=O)(=O)C2(C(=O)NC3CCCC3)CC2)cc1,26%,1%,16%,-5%,-4%,x,9%,u
CCCCOn1c(C)c(C(C)=O)c2c3no[n+]([O-])c3ccc21,-26%,7%,18%[46 µM],-7%,-3%,-3%,-5%,2%
OCC1(Cc2ccccc2)CCCN(Cc2ccc3c(c2)OCCO3)C1 (stereo unspecified),x,3%,x,-12%,x,-8%,i,-2%
COc1nsnc1NS(=O)(=O)c1ccc(NC(=S)NC(=O)c2cccnc2)cc1,-2%,5%,x,-4%,-12%,5%,i,20µM*
COc1ccc(C(N)CCc2ccco2)cc1 (stereo unspecified),14%,u,5%,4%,-12%,-8%,12%,u
O=C(CCn1c(=O)oc2ccccc21)n1c(=O)oc2ccccc21,7%,5%,1%,u,-8%,6%,-2%,u
Cc1c(C(=O)OCC(C)(C)CN(C)C)oc2ccccc12,7%,-16%,11%,1%,3%,8%,-8%,1%
O=C(CN1CCN(c2ccc(F)cc2)CC1)NCC1CCCO1 (stereo unspecified),-23%,-3%,1%,-6%,13%,-7%,11%,-4%
Cc1nc([N+](=O)[O-])c(Br)n1CC(=O)c1ccc2ccccc2c1,-8%,-11%,u,u,0%,x,-28%,u
Cc1ccc(-c2csc(N(C)C(=O)c3c(C)nn(-c4ccccc4)c3Cl)n2)cc1,-47%[inhibitor],2%,-18%,-10%,4%,1%,-12%,-9%
COc1ccc(C2CC(c3ccccc3)Nc3nc(N)nn32)cc1 (stereo unspecified),u,-2%,-9%,6%,-3%,-2%,i,4%
COc1cc(Nc2c3c(nc4ccccc24)CCCC3)cc(OC)c1OC,x,4%,x,u,x,x,i,-2%
O=C(Nc1nccs1)c1cc(N2CCOCC2)nc2ccccc12,-2%,u,u,-14%,6%,16%,19%,2%
C[C@@H]1C=C[C@](Cc2ccccc2)(C(=O)NCCCNc2ncc(C(F)(F)F)cc2Cl)N1C(=O)c1ccccc1,-17%,u,x,u,-3%,x,-11%,u
Cc1cccc(Cn2c(C(C)(C)C)cc3cccnc32)c1,-8%,-13%,-7%,-6%,5%,-4%,-2%,-14%
CSc1ccc(S(=O)(=O)Nc2ccc3c(c2)OCCO3)cc1,-43%[inhibitor],-5%,u,-1%,0%,-12%,-12%,16µM*
Cc1ccc(NC(=O)CC2Oc3ccccc3NC2=O)c(C)c1 (stereo unspecified),-6%,-14%,0%,-11%,2%,x,-9%,-5%
Nc1n[nH]c(N)c1N=Nc1ccc2c(c1)OCO2,21%,2%,-18%[9.22 µM],14µM*,-2%,u,i,6%
Cc1nc(NCCCn2ccnc2)c2ccccc2n1,-11%,-2%,-4%,-6%,1%,5%,-7%,u
CCOC(=O)c1nc(C)n(-c2cc(Cl)ccc2Cl)n1,1%,3%,-2%,-1%,-1%,-4%,5%,-6%
Cc1ncoc1C(=O)Nc1ccc2c(c1)OCCO2,16µM*,8%,-4%,-17%,u,-5%,-6%,10%
O=C(O)Cc1ccc(S(=O)(=O)Nc2ccccc2C(=O)O)cc1,x,u,x,-7%,x,x,14%,u
COc1ccc(C(C(=O)NC2CCCCC2)N(C(=O)CCl)c2cccc(Cl)c2)cc1 (stereo unspecified),-117%[inhibitor],2%,u,-13%,-1%,-3%,9%,-9%
CCOC(=O)C1CCN(C(=O)Cc2cccs2)CC1,x,8%,0%,-6%,-3%,7%,-1%,-2%
CC(=O)Cc1c(C(=O)O)c(C)nn1-c1ccccc1,x,-2%,3%[46 µM],-2%,-5%,5%,-5%,-2%
COc1ccc(S(=O)(=O)N(CC(=O)N2CCN(C)CC2)c2ccc(C)cc2)cc1OC,-24%,5%,15%,-11%,2%,x,-10%,-1%
COc1cc(C(=O)Nc2ccc(-c3nnc(-c4ccco4)o3)cc2)cc(OC)c1OC,-14%,u,11%,u,-2%,-3%,-1%,u
CCCc1ccc(OCc2ccc(C(=O)N/N=C/c3cccc([N+](=O)[O-])c3)o2)c(OC)c1,-37%[inhibitor],-1%,6%,-17%,-8%,3%,-1%,7%
CCC(c1nnnn1Cc1ccco1)N1CCN(c2cc(Cl)ccc2C)CC1 (stereo unspecified),-4%,-6%,u,-8%,2%,-1%,-9%,6%
C#Cc1ccc([C@H]2C=C(C(=O)N3CCN(Cc4ccc5c(c4)OCO5)CC3)O[C@@H](OCc3ccc(CO)cc3)C2)cc1,x,u,x,u,x,-13%,-25%,u
Cc1ccc(Cl)cc1NC(=S)N(CCN(C)C)C(C)c1ccccn1 (stereo unspecified),-56%[inhibitor],-23%,5%[9.22 µM],-7%,-12%,x,-8%,2%
O=C(O)C1CC(=O)N(c2ccc3c(c2)OCCO3)C1 (stereo unspecified),-5%,-2%,14%,-11%,-2%,x,i,7%
COC(=O)c1ccccc1NC(=O)c1ccccc1N(C)S(C)(=O)=O,-1%,6%,1%,-5%,-1%,10%,-1%,7%
Cc1cccc2sc(NC(=O)C3CCCO3)nc12 (stereo unspecified),20µM*,3%,-7%,-5%,-6%,1%,-9%,-13%
CCOc1ccccc1CNC(=O)CCN1C(=O)COc2ccccc21,-9%,4%,-10%,-11%,5%,-6%,-2%,u
COCCn1c(SCC(=O)Nc2ccc(N3CCOCC3)cc2)nc2ccccc21,15%,-4%,-3%,-12%,3%,-19%,-3%,6%
Cc1ccc(-n2nc3c(c2NC(=O)c2ccccc2Br)CS(=O)C3)cc1 (stereo unspecified),0%,1%,0%,-9%,17%,x,-4%,2%
CC(c1nnc(SCC(=O)N2CCc3ccccc32)n1-c1ccc(Cl)cc1)N(C)C (stereo unspecified),5%,2%,9%[0.0737 µM],0%,2%,-2%,-9%,1%
C/C(=N/NC(=O)C1CC1(c1ccccc1)c1ccccc1)c1cccs1 (stereo unspecified),-14%,16%,-3%,-7%,-2%,6%,-8%,19%
CCOC(=S)SCC(=O)N1CCc2ccccc2C1C1C(=O)CCCC1=O (stereo unspecified),-9%,3%,4%,-8%,1%,15%,-8%,u
COc1ccc(CC(=O)NNS(=O)(=O)c2ccc3ccccc3c2)cc1OC,-6%,3%,u,-9%,-4%,2%,-2%,3%
Cc1nn(C(C)C(=O)N2CCN(c3ccccn3)CC2)c(=O)c2cc3occc3n12 (stereo unspecified),-19%,-4%,9%,2%,0%,x,-5%,3%
CC(C)C[C@H](NC(=O)c1nc[nH]c1C(=O)NC1CCN(C(=O)OC(C)(C)C)CC1)C(=O)OCc1ccccc1,x,-2%,x,u,x,-17%,-18%,u

In the list so far, 10 contain a halogen:
compound,SMN2 splice up,JMJD2E inh,LMNA splice mod,Tau ThT inhib,Luc counter,L3MBTL1 block,RECQ1 inh,ALDH1A1 inh
O=C(CN1CCN(c2ccc(F)cc2)CC1)NCC1CCCO1 (stereo unspecified),-23%,-3%,1%,-6%,13%,-7%,11%,-4%
Cc1nc([N+](=O)[O-])c(Br)n1CC(=O)c1ccc2ccccc2c1,-8%,-11%,u,u,0%,x,-28%,u
Cc1ccc(-c2csc(N(C)C(=O)c3c(C)nn(-c4ccccc4)c3Cl)n2)cc1,-47%[inhibitor],2%,-18%,-10%,4%,1%,-12%,-9%
C[C@@H]1C=C[C@](Cc2ccccc2)(C(=O)NCCCNc2ncc(C(F)(F)F)cc2Cl)N1C(=O)c1ccccc1,-17%,u,x,u,-3%,x,-11%,u
CCOC(=O)c1nc(C)n(-c2cc(Cl)ccc2Cl)n1,1%,3%,-2%,-1%,-1%,-4%,5%,-6%
COc1ccc(C(C(=O)NC2CCCCC2)N(C(=O)CCl)c2cccc(Cl)c2)cc1 (stereo unspecified),-117%[inhibitor],2%,u,-13%,-1%,-3%,9%,-9%
CCC(c1nnnn1Cc1ccco1)N1CCN(c2cc(Cl)ccc2C)CC1 (stereo unspecified),-4%,-6%,u,-8%,2%,-1%,-9%,6%
Cc1ccc(Cl)cc1NC(=S)N(CCN(C)C)C(C)c1ccccn1 (stereo unspecified),-56%[inhibitor],-23%,5%[9.22 µM],-7%,-12%,x,-8%,2%
Cc1ccc(-n2nc3c(c2NC(=O)c2ccccc2Br)CS(=O)C3)cc1 (stereo unspecified),0%,1%,0%,-9%,17%,x,-4%,2%
CC(c1nnc(SCC(=O)N2CCc3ccccc32)n1-c1ccc(Cl)cc1)N(C)C (stereo unspecified),5%,2%,9%[0.0737 µM],0%,2%,-2%,-9%,1%

2 entries from above in another layout:
CC(c1nnc(SCC(=O)N2CCc3ccccc32)n1-c1ccc(Cl)cc1)N(C)C (stereo unspecified)
  SMN2 splice up: 5% | JMJD2E inh: 2% | LMNA splice mod: 9%[0.0737 µM] | Tau ThT inhib: 0% | Luc counter: 2% | L3MBTL1 block: -2% | RECQ1 inh: -9% | ALDH1A1 inh: 1%
Cc1ccc(Cl)cc1NC(=S)N(CCN(C)C)C(C)c1ccccn1 (stereo unspecified)
  SMN2 splice up: -56%[inhibitor] | JMJD2E inh: -23% | LMNA splice mod: 5%[9.22 µM] | Tau ThT inhib: -7% | Luc counter: -12% | L3MBTL1 block: x | RECQ1 inh: -8% | ALDH1A1 inh: 2%
